TDP2 inh: blocks human TDP2 phosphodiesterase activity | inhibition, % at 12.8 µM | O95551 | 370,000 tested, 0.34% active | recombinant TDP2, T5PNP hydrolysis, p-nitrophenol absorbance 415 nm | AID 720702;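 active = inhibition above the mean of all tested compounds plus 3 SD, set per campaign, cut at about 25% in these data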;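 note: 0% = DMSO with enzyme and 100% = buffer with substrate but no TDP2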
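System – recombinant human TDP2 · Amount – 120 nM TDP2 per well · Buffer or medium – Mg2+-containing Tris-HCl buffer, pH 7.5 · Reagent – T5PNP substrate, 5 mM · Dosing – 12.8 µM single point, 1% DMSO · Incubation – 2 h at 37 °C · Measured by – epi absorbance · Read-out basis – percent inhibition · Benchmarks – high control without enzyme, low control DMSO plus TDP2 · Repeats – singlicate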
SIAE primary: inhibitors of human sialic acid acetylesterase SIAE | SIAE FP-Rh probe binding, fluorescence polarization | Q9HAT2 | inhibition, % at 9.66 µM | 370,000 tested, 0.69% active;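 active = inhibition above a cutoff: mean of compounds within the control limits plus 3 SD of those, cut at about 17% in these data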;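 note: 0% = plate median of compound wells and 100% = probe without SIAE protein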
Tn7 DDE FP: disrupts Tn7 cyclic peptide binding to fibrin D-Dimer-E complex | 370,000 tested, 0.13% active | inhibition, % at 8.3 µM | P02675 | FP displacement of FITC-Tn7 peptide from fibrin DD(E); 0% = median of compound wells per plate;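 active = inhibition above the mean of compounds falling within the control limits plus 3 SD of them, cut at about 14% in these data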;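 note: 0% = plate median of compound wells and 100% = 10 µM Aha-Tn7 peptide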
Target sequence (P02675 whole entry, looked up): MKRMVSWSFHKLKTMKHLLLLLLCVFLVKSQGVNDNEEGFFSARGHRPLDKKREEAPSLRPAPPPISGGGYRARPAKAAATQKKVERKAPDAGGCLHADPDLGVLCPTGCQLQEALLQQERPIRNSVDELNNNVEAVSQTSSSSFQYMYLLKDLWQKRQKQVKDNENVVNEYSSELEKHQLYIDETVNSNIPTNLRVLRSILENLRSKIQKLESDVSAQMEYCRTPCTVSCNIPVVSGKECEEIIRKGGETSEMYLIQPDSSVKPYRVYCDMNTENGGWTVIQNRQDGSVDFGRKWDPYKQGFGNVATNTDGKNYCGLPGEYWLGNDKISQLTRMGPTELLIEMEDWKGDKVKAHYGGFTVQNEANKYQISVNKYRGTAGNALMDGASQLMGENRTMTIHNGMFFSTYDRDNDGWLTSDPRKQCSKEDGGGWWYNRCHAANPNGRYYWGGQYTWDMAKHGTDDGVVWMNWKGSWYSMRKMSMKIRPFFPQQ
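Assay system: Fibrin-DD(E) protein isolated from polymerized human fibrin clots; read-out basis: percent inhibition; medium: Tris/NaCl/CaCl2 buffer, pH 7.8; signal: FP measurement; incubation: 10 min plus 3 h, room temperature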
UHRF1 MBD2 ctr: UHRF1 methyl-DNA binding inhibition | 370,000 tested, 0.75% active | inhibition, % at 4.4 µM | AID 687016 | UHRF1 binding to methylated oligo, TR-FRET | Q96T88; in the data active = inhibition above about 21%;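 note: UHRF1 SRA domain binding a hemimethylated CpG hairpin DNA probe; 0% = median of test compound wells and 100% = reference inhibitor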
TCR-CD3 inh: blocks the human TCR-CD3 interaction; TAMRA-labeled TCR probe fluorescence, biochemical; inhibition, % at 9.4 µM; 360,000 tested, 0.37% active; AID 651800; in the data active = inhibition above about 19%;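 note: recombinant mutant TCR 2C K166C tagged with TAMRA read by polarization; 0% = receptor in buffer alone and 100% = receptor with positive control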
LEDGF integ inh: blocks HIV-1 LEDGF/p75-dependent DNA integration | TR-FRET IN-LEDGF/p75 DNA integration, Eu/Cy5 | inhibition, % at 3.7 µM | 370,000 tested, 0.64% active;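 active = inhibition above the screen-wide mean plus 3 SD, cut at about 13% in these data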;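 note: signal is the Cy5 over europium emission ratio at 671 and 618 nm; 0% = plate median of compound wells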
PG9 binder: binds the HIV-1 gp120 antibody PG9 | inhibition, % at 6.7 µM | TR-FRET gp120-PG9 antibody binding | 360,000 tested, 0.43% active; in the data active = inhibition above about 8.5%
mABHD4 FP: ABHD4 (mouse) inhibition, primary FP screen. Q8VD66. purified mABHD4, FP-Rh probe fluorescence polarization. inhibition, % at 8.92 µM. 370,000 tested, 0.54% active. AID 720543;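 active = inhibition exceeding the mean over every tested compound plus 3 SD, cut at about 30% in these data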;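 note: 0% = plate median of compound wells and 100% = S159A mutant with DMSO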
Target sequence (Q8VD66 whole entry, looked up): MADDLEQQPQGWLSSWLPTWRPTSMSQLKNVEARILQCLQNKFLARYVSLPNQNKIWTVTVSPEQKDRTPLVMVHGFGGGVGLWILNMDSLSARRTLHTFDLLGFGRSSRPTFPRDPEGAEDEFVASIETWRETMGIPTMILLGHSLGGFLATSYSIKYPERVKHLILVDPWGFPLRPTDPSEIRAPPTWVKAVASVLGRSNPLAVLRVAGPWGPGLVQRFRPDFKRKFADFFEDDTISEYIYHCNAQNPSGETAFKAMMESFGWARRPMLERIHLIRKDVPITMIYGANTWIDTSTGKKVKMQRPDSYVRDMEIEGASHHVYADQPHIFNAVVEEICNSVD
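system = mouse ABHD4 enzyme, wild type | medium = HEPES pH 7.0, NaCl, Pluronic buffer | also added = FP-Rh probe | incubation = Enzyme–compound pre-incubation 45 min, then probe 60 min, both 25 °C | technique = fluorescence polarization, excitation 525 nm, emission 598 nm, BODIPY TMR filters | controls = S159A mutant high control, sample median low control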
HTRA1 inhibitor: inhibitors of human serine peptidase HTRA1; 340,000 tested, 0.5% active; recombinant HTRA1, FP-rhodamine activity-based probe, fluorescence polarization; AID 504803; inhibition, % at 5.96 µM; Q92743; in the data active = inhibition above about 36%;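 note: 0% = enzyme with DMSO and 100% = wells lacking enzyme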
PRMT1 FP inh: PRMT1 (human) inhibition, primary screen; 370,000 tested, 1.3% active; recombinant PRMT1, activity-based probe fluorescence polarization; inhibition, % at 2.79 µM;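 active = inhibition above about 21% made by adding two undisclosed values, limit read from the data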
An asterisk follows results filed as active; . = not tested or not shown. Outcome played no part in choosing rows. Share with any hit: about 4.2%.

molecule	TDP2 inh	SIAE primary	Tn7 DDE FP	UHRF1 MBD2 ctr	TCR-CD3 inh	LEDGF integ inh	PG9 binder	mABHD4 FP	HTRA1 inhibitor	PRMT1 FP inh
C[C@@H]1CN([C@@H](C)CO)C(=O)c2cc(-c3cccnc3)cnc2O[C@H]1CN(C)C(=O)c1cccc(F)c1	-6	-5	3	-2	-1	-2	-0.1	4	-5	-7
CCc1ccc(NC(=O)N(CCCN2CCOCC2)C(C)c2cc3cccc(OC)c3o2)cc1 (centres undefined)	-3	-7	3	3	-3	1	1.1	1	-7	-3
COc1ccc(CCn2nnnc2C(c2ccc(C)cc2)N2CCN(C)CC2)cc1OC (centres undefined)	2	5	8	-2	3	1	-2.0	5	-2	1
Cc1ccccc1NC(=S)N(C)CCc1ccccn1	8	-5	-8	-1	3	3	-0.8	-15	3	0
CN(C)CCCN1C(=O)C(=O)/C(=C(/O)c2ccncc2)C1c1ccccc1 (centres undefined)	5	-2	0	0	3	3	0.1	6	2	2
Cc1c(CCC(=O)NCCC(=O)O)c(=O)oc2cc3occ(-c4ccccc4)c3cc12	5	-17	-6	-2	2	1	0.2	-5	-8	2
CCOC(=O)N1CCN(C(=O)C[C@H]2C[C@@]3(C(=O)OC)C(=C[C@H](C(C)(C)C)O[C@@H]3C)N(CCC3=CCCCC3)C2=O)CC1	-17	-3	-14	3	-6	1	0.3	-7	.	-2
CCOC(=O)c1c(-c2ccc(F)cc2)csc1/N=C/N(C)C	7	3	9	-3	3	2	0.4	-7	1	-2
CC(C)CNC(=O)CSc1nnc(CN2CCCCCC2=O)n1-c1ccccn1	-8	-2	-7	3	-5	-3	6.4	-3	5	8
Cc1ccc(S(=O)(=O)Nc2ccnc3ccccc23)cc1	9	-1	7	-2	-1	-2	6.3	0	-13	2
CC(C)(C)Sc1nc(O)cc(=O)[nH]1	-1	-5	6	-2	2	-1	0.8	1	-3	-1
N#Cc1ccccc1S(=O)(=O)N1CCNS(=O)(=O)c2ccccc21	9	4	7	2	3	-1	-0.5	2	1	-1
Cn1c(=O)c(C(=O)NCCCc2ccccc2)c(O)c2ccccc21	-5	-3	-5	-1	4	6	-1.9	-9	-36	-3
Cc1ccc(N(CC(=O)NCc2ccncc2)S(C)(=O)=O)cc1	-2	-2	-2	-4	12	-3	-2.1	8	8	0
Cc1c(NC(=O)CSCc2ccco2)c(=O)n(-c2ccccc2)n1C	12	2	9	0	-5	-5	0.6	1	3	2
COc1ccc2c(c1)CCN=C2Cc1ccc(OC)c(OC)c1	3	-2	5	-3	0	-1	-0.6	5	-8	0
CCCCN(CC(=O)NCCOC)C(=O)Cn1nnc2ccccc21	11	-1	10	-1	-5	-5	3.8	0	-1	0
CC(=O)Nc1ccc(/C(C)=N/NC(=O)c2ccccc2Cl)cc1	-2	1	9	0	-7	-1	-0.3	5	4	1
COC(=O)C(C)Sc1snnc1-c1ccccc1 (centres undefined)	-3	0	12	1	-9	-1	0.3	-3	-2	3
CCCc1c(C)[nH]c2ccccc2c1=O	-3	2	-6	1	-1	1	0.1	9	9	-2
CS(=O)(=O)c1ccc2nc(NC(=O)CN3CCOCC3)sc2c1	3	2	3	0	7	4	2.2	3	6	-4
CCN(CC)C(=O)COC(=O)C1CCN(S(=O)(=O)c2ccc3c(c2)OCCO3)CC1	6	-2	1	-4	7	1	0.0	2	8	0
CC12CCC(C(=O)NNC(=O)c3ccc(Br)cc3)(OC1=O)C2(C)C (centres undefined)	-8	2	-5	-1	5	-2	-2.1	0	0	-6
CCSC(=O)N1c2ccc(OC)cc2C=CC1C#N (centres undefined)	0	0	-7	-1	-1	7	-1.6	-1	-7	-4
Brc1ccc(Oc2nnnn2-c2ccccc2)cc1	0	-3	-2	1	-6	-1	1.2	-3	-5	13
N#C/C(=N\Nc1ccc(S(=O)(=O)N2CCOCC2)cc1)C(N)=S	0	5	-2	-5	6	-4	-2.5	12	2	12
COc1ccccc1N(C)S(=O)(=O)c1ccc(C)c(C(=O)N2CCCCCC2)c1	3	-1	5	2	-5	-8	-0.6	3	0	1
COC(=O)c1ccc(COC(=O)CNC(=O)CNC(=O)c2ccc(C)cc2)cc1	2	-7	12	1	-6	-2	1.7	3	-2	6
O=[N+]([O-])c1cc(Cl)ccc1-c1nc(-c2ccncc2)no1	6	-1	5	-2	1	4	-1.5	-5	7	-3
COc1cccc(NC(=O)/C=C/c2ccc(S(=O)(=O)N3CCOCC3)cc2)c1	-4	-17	-4	0	-8	-6	1.0	-26	-8	8
CC(=O)N(C)c1ccc(OCC(O)CN(c2ccccc2C)S(=O)(=O)c2ccc(C)cc2)cc1 (centres undefined)	8	-1	0	0	-2	-2	2.0	3	-1	2
Cc1ccccc1-c1cc2nc(NCCN3CCCC3)n(C)c(=O)c2s1	2	6	3	-2	-6	1	-0.8	-1	.	0
Cc1c(-n2c(SC(C)C(=O)NC(N)=O)nc3ccccc3c2=O)c(=O)n(-c2ccccc2)n1C (centres undefined)	-2	-1	7	2	-3	-7	-1.4	3	-3	3
C=CCN1C(=O)/C(=C\c2cc(Br)c(OCc3ccccn3)c(OC)c2)SC1=S	1	-6	-3	18	2	2	-1.1	1	2	3
COCCCNC(=O)Cn1cc2c(n1)CCCCC2	4	-7	1	-3	0	-1	1.0	-1	-6	-1
Cc1oc2nc(SCC(=O)N3CCCCC3)nc(N)c2c1C	-3	-2	-4	0	-1	-2	-3.3	-3	0	-2
CCOC(=O)[C@]12CCCCC/C=C\1N(CCc1ccc(Cl)cc1)C(=O)[C@H]2CC(=O)NCCCCc1ccccc1	-2	-8	0	2	.	-3	.	-8	.	4
O=C(O)CCc1nc(-c2ccccc2Cl)no1	-10	1	1	-1	-4	0	-0.5	2	5	-1
O=C(Nc1cnn(Cc2ccc(Cl)cc2)c1)c1ccc([N+](=O)[O-])cc1	8	2	2	12	-3	2	-4.7	10	-11	0
CC(O)c1cccc(NC(=O)CCC(=O)O)c1 (centres undefined)	5	-7	-1	-1	-3	1	1.4	1	4	-1
Cc1nnc(SCc2cc(=O)[nH]c(N3CCCCC3)n2)s1	-1	-4	-8	1	-2	-1	-0.5	7	-6	0
COc1ccc(C2CC3CN(C4CCCCC4)C(=O)C3N2C)cc1 (centres undefined)	0	6	-1	1	.	-3	.	7	.	4
CCCc1cc2c(cc1NC(=O)c1ccccc1F)OCO2	-12	4	1	-2	4	-1	-1.3	2	3	0
CCOC(=O)N1CCC(NC2CCCCCCC2)CC1	-6	-1	-8	0	-4	0	-0.7	-2	11	-4
CC(C)c1ccccc1NC(=O)Cn1c(-c2ccccc2Cl)nc2ccccc21	4	1	-1	-4	2	2	0.1	-8	2	0
CON/C=C(\C=Nc1ccc(Cl)cc1Cl)c1ncc(C(F)(F)F)cc1Cl	-3	-4	-3	1	8	3	-0.4	-5	2	0
O=C(N/N=C1\CCc2ccccc21)c1ccncc1	6	2	-12	3	7	3	-0.9	-3	5	0
CS(=O)(=O)Nc1ccc(C(=O)NCCSCc2ccco2)cc1	-5	2	-2	5	0	2	-0.8	2	-2	16
CC(C)C(NC(=O)c1ccc(Cl)cc1)C(=O)NCC1CCCO1 (centres undefined)	-6	13	1	2	-1	1	1.6	2	-3	4
CCOC(=O)C(CCCCCOc1ccc([N+](=O)[O-])cc1)C(=O)OCC	-10	-2	1	4	-5	-2	1.7	-4	-4	4

Later entries
molecule	TDP2 inh	SIAE primary	Tn7 DDE FP	UHRF1 MBD2 ctr	TCR-CD3 inh	LEDGF integ inh	PG9 binder	mABHD4 FP	HTRA1 inhibitor	PRMT1 FP inh
O=C(N[C@H](C(=O)N1CCC[C@H]1C(=O)NCc1ccccc1)C1CCCCC1)c1ccc(Cl)cc1Cl	6	-4	-3	-1	4	3	-1.1	4	.	-4
COc1ccc(Nc2nccc(N(C)C)c2C#N)cc1	-6	-3	1	-2	1	-5	0.5	6	.	1
COc1cccc(N2CC(C(=O)Nc3nnc(SCCC4OCCO4)s3)CC2=O)c1 (centres undefined)	29*	1	13	-5	6	-3	-2.1	-1	-4	2
COc1ccccc1CNc1ncccn1	-16	0	9	5	-2	4	-2.8	13	3	-2
CN1CCN(C(c2ccccc2)c2nnnn2C(C)(C)C)CC1 (centres undefined)	-17	-7	0	19	5	9	-0.7	-4	.	-4
COc1ccc(/C=N/n2nnnc2N)c(OC)c1	-20	-1	0	-6	4	-2	0.4	3	-8	0
CN(C)S(=O)(=O)n1cc(/C=C(\NC(=O)c2ccccc2Cl)C(=O)N2CCCC2)c2ccccc21	-8	-3	4	-3	3	0	-0.6	8	-2	0
CC(CCN1CCN=C1N(C)C)c1ccccc1 (centres undefined)	-5	8	-1	2	-2	-4	0.0	6	-2	0
Cn1c(=NC(=O)c2cnccn2)sc2ccccc21	-17	-3	1	-3	-4	2	1.2	-6	-1	-1
CNC(=O)c1c(NC(=O)CCS(=O)(=O)c2ccc(C)cc2)sc(C)c1C	-2	-2	6	-2	1	1	-0.1	6	-2	-1

Quoted from the listing.
Reading for CS(=O)(=O)Nc1ccc(C(=O)NCCSCc2ccco2)cc1 under PG9 binder: -0.8
Reading for CCN(CC)C(=O)COC(=O)C1CCN(S(=O)(=O)c2ccc3c(c2)OCCO3)CC1 under LEDGF integ inh: 1

Going on with the list:
molecule	TDP2 inh	SIAE primary	Tn7 DDE FP	UHRF1 MBD2 ctr	TCR-CD3 inh	LEDGF integ inh	PG9 binder	mABHD4 FP	HTRA1 inhibitor	PRMT1 FP inh
CCN1CCN(S(=O)(=O)c2ccc(OC)c(Br)c2)CC1	-3	-1	2	0	0	-1	1.6	1	-7	-3
Cc1cccc(C(=O)NC(=S)NNC(=O)COc2ccc(Cl)cc2)c1	4	-2	-2	2	6	3	-0.4	0	-1	5
Nc1nonc1-n1nnc(C(=O)N/N=C/c2ccccc2Cl)c1-c1ccc2c(c1)OCO2	-13	-10	-6	1	-1	8	0.0	-7	-6	-5
C#CCn1c(S(=O)(=O)Cc2ccc(F)cc2)nc(-c2ccccc2)c1-c1ccccc1	-2	3	-8	0	1	-1	-3.6	-13	-25	-2
COc1ccc(-c2csc(NC3OC(=O)c4ccccc43)n2)cc1 (centres undefined)	17	0	1	-1	-5	1	-1.1	-1	-19	-2
CCOc1ccc(-c2c(C)n([O-])c3c([n+]2=O)CCCC3)cc1	8	4	-6	-5	7	-1	-2.0	3	3	-2
CC1C(=O)Nc2ccccc2N1C(=O)c1ccc(Cl)cc1 (centres undefined)	2	-10	2	1	-2	1	0.6	-1	2	2
Cc1nn(CC(=O)N(C)Cc2ccc(F)cc2)c(C)c1[N+](=O)[O-]	8	11	3	3	-10	2	0.0	5	1	3
